Screening results deposited in PubChem BioAssay by National Center for Advancing Translational Sciences (NCATS).
HEK293 tox – cytotoxic in the GLP-1 receptor inverse agonist counter-screen | HEK293 cAMP-luciferase reporter cells, luminescence, 24 h | Potency, µM (series often up to 38.3 µM), inactives show top-dose activity change, negative = inhibition, usual class: inhibitors | 0.13% of 410,000 active;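 note: loss of luciferase light is scored as toxicity; potency is the fitted concentration of half-maximal effect; % is set by controls: 0 for no effect and ±100 for the full control effect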
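Cells in DMEM/10% Nu serum/1% pen-strep, 1536-well format. Pre-incubated 12 h, dosed with 23 nL compound, incubated a further 24 h. Luciferase detection, 12 min at room temp, luminescence.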
IL2 activator – IL-2 activation; IL-2 activation reporter assay, cell-based qHTS; stimulated with anti-CD3/CD4/CD28 beads; in transgenic mouse T cells; activation, % (series mostly up to about 46 µM); 0.065% of 360,000 active; AID 652025; in the data active = activation above about 50%; inconclusive = mostly about 30% to 49%; note: 0% is about no effect
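EGFP and DsRed fluorescence is measured by plate cytometry in unstimulated transgenic mouse T cells exposed to compound for 60 minutes, then stimulated 18 hours at 37 degrees C with anti-CD3/anti-CD4 beads plus anti-CD28.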
WRN inhibitor – WRN helicase (human) inhibition. WRN helicase unwinding, fluorescent forked duplex, kinetic. Potency, µM (top dose mostly 114 µM), inactives show at the highest dose activity change, negative = inhibition, most hits filed as inhibitors. 0.46% of 360,000 active. AID 651768; note: potency is the fitted concentration of half-maximal effect; % is set by controls: 0 for no effect and ±100 for the full control effect; nearly all actives have a fitted effect of over 55% in size
Target sequence (Q14191 whole entry, looked up): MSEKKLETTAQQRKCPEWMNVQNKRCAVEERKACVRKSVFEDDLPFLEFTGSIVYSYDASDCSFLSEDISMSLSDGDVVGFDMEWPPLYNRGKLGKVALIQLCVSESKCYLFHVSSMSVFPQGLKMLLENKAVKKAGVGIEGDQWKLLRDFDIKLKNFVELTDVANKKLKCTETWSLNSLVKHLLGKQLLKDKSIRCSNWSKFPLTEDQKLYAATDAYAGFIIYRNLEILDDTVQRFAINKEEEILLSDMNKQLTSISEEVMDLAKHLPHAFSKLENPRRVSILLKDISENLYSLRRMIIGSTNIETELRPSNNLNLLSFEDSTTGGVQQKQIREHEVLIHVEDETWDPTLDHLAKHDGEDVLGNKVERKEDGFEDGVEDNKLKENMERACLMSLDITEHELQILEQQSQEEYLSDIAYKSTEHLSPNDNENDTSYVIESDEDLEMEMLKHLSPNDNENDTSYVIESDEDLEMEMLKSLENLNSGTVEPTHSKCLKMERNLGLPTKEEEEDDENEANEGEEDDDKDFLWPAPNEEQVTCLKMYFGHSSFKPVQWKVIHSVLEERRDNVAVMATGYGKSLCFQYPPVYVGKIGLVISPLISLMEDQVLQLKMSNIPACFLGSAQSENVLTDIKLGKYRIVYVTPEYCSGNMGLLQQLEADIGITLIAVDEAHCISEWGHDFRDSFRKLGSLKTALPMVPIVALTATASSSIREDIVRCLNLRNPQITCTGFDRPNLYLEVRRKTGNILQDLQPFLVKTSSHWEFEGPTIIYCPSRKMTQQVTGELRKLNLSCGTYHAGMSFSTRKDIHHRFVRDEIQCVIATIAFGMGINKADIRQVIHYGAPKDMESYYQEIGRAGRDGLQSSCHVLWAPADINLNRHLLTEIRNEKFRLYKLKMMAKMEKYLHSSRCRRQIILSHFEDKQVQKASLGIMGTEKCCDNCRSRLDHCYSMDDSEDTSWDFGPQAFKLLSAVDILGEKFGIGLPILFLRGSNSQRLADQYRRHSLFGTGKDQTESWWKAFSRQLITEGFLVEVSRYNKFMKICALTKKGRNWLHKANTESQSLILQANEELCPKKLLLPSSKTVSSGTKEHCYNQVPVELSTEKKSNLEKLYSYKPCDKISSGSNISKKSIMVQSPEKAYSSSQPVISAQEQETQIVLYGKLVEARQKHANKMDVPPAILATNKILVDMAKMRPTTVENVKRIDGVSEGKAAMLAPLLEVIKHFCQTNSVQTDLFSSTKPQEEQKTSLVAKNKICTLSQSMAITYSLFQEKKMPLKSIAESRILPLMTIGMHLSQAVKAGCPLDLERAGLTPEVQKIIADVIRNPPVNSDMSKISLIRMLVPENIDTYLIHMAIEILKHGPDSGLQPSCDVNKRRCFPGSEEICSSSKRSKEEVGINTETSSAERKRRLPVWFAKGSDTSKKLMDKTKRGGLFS
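WRN at 20 nM final preincubated with compound 15 min at room temperature; reaction started with 100 nM fluorophore/quencher forked duplex oligonucleotide and 2 mM ATP final. Unwinding followed kinetically by red fluorescence (ex 525, em 598 nm).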
D3 ag – agonists of human D3 dopamine receptor; P35462; max activation, %; D3R DiscoveRx beta-arrestin cells, luminescence, 90 min; AID 652048; 0.58% of 410,000 active; in the data active = max activation above about 30%; note: 0% is about no effect; mostly tested at two doses, the higher about 12 µM
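Agonist mode: compounds and dopamine controls were applied to plated cells for 90 min at 37 degrees C after an overnight attachment at 1500 cells/well. Luminescent read-out followed 30 - 60 minutes at room temperature with DiscoveRx detection reagent.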
GLP1R inv ag – inverse agonists of human GLP-1 receptor | 1.6% of 410,000 active | Potency, µM (titrated, usually from 38.3 µM), without a hit: top-dose activity change, negative = inhibition, hits mostly inhibitors | HEK293 GLP-1R CRE-luciferase, luminescence, 24 h; GLP-1R form is constitutively active | P43220; note: potency is the fitted concentration of half-maximal effect; % is set by controls: 0 for no effect and ±100 for the full control effect; nearly all actives have a fitted effect of over 55% in size
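Constitutively active GLP-1R drives a cAMP-responsive luciferase in stably transfected HEK293 cells; test compounds are added after overnight (12 h) attachment and left 24 hr, and signal loss in luminescence marks inhibition.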
GLP-1R agonist – activates the human GLP-1 receptor. HEK293 GLP-1R CRE-luciferase, luminescence, 4-6 h; cells express a hypersensitive GLP-1R form. 0.007% of 380,000 active. Potency, µM (doses to about 45.6 µM), for inactives: top-dose activation, usual class: activators; note: potency is the fitted concentration of half-maximal effect; % of control where 0% means no effect
D3 antag – blocks the human D3 dopamine receptor | D3R cells, DiscoveRx beta-arrestin luminescence, antagonist mode; stronger effect = lower value | max response, negative = inhibition, % | 2.5% of 360,000 active; in the data active = max response below about -50%; inconclusive = no clear call, values can overlap the other calls; note: % is set by controls: 0 for no effect and ±100 for the full control effect; mostly tested at two doses, the higher about 12 µM
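Cells expressing the human receptor were seeded at 1500 cells/well, incubated overnight at 37 degrees C in 5% CO2, then exposed to library compounds with dopamine controls for 90 minutes at 37 degrees C before luminescent detection.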
PI5P4K alpha inh – inhibitors of human PI5P4K alpha; PI5P4Kalpha enzyme, ADP-Glo luminescence, 60 min; stronger effect = lower value; 1.2% of 330,000 active; P48426; AID 652105; max response, %; active = max response of -50% or lower; inconclusive = between -30% and -50%; inactive = -30% or higher; note: value at the top dose of about 77 µM; % is set by controls: 0 for no effect and ±100 for the full control effect
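Quantitative HTS of the MLSMR library against PI5P4Kalpha with substrate. ATP added last at 5 microM final; room temperature, 60 minutes. Remaining ATP depleted, ADP converted and read as luminescence.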
PLK1 PBD block – inhibitors of human PLK1 polo-box domain binding | Potency, µM, for inactives: max response, negative = inhibition, usual class: inhibitors | AID 720504 | 2.8% of 360,000 active | Plk1 PBD binding of FITC phosphopeptide, fluorescence polarization; note: potency is the fitted concentration of half-maximal effect; series mostly up to about 57 µM; % is set by controls: 0 for no effect and ±100 for the full control effect; nearly all actives have a fitted effect of over 65% in size
Starred values were filed as active, the others as inactive; ? = inconclusive; . = no result given; & = joins results of further samples; [ ] = dose if it differs, or a comment. Unless noted, calls come from the whole dose curve; as a rule, active = well fitted curve in the direction sought with a large enough effect; inconclusive = small, poorly fitted or top-dose-only effect, or another doubt; inactive = no such curve, though single readings can be large; an effect the other way counts as inactive or inconclusive. This is a random part of the collection. Share with any hit: about 7.8%.

Compound | HEK293 tox | IL2 activator | WRN inhibitor | D3 ag | GLP1R inv ag | GLP-1R agonist | D3 antag | PI5P4K alpha inh | PLK1 PBD block
COc1ccc(COC(=O)CN2C(=O)NC3(CCCC3)C2=O)cc1F | -3% | -1.0 | 6% | 5 | 3% | 13% | 1 | 2 | -7%
CCCn1cnnc1CNC(=O)[C@H]1O[C@@H](n2ccc(N)nc2=O)[C@H](O)[C@@H]1O | 3% | -0.8 | -5% | 7 | 6% | -2% | 2 | 0 | 2%
COc1ccc2cc(C3CC=C(CO)CN3S(=O)(=O)c3ccccc3[N+](=O)[O-])n(C(=O)OC(C)(C)C)c2c1 (centres undefined) | -1% | -0.8 | -6% | 8 | -17% | . | 9 | 11 | 0%
CC(Sc1nc(=O)cc(N)n1CCc1ccccc1)C(=O)NCc1ccccc1 (centres undefined) | 8% | -1.3 | 1% | 1 | 19% | 5% | -9 | -7 | -12%
COc1ccc(-c2cn3ccccc3n2)cc1 | 1% | 2.1 | -7% | 6 | ? | -6% | 3 | -16 | -7%
CCn1c(SCC(=O)NCCc2ccccc2)nnc1-c1ccco1 | -9% | 0.0 | 3% | -15 | 0% | -15% | -7 | -9 | -1%
CC(C)(C)c1ccc(S(=O)(=O)NC(=O)C2(C)CCN2C(=O)C2CC2)cc1 (centres undefined) | 4% | 0.1 | 5% | 9 | 18% | -6% | 1 | -1 | 0%
COc1ccc(/C(O)=C2\C(=O)C(=O)N(CCN(C)C)C2c2cccc(OC)c2OC)cc1Cl (centres undefined) | -11% | -0.4 | 2% | 4 | -3% | -8% | -12 | 2 | ?
CCN(CC)CCNC(=O)c1ccc2c(c1)N(Cc1ccccc1)C(=O)c1ccccc1S2=O (centres undefined) | -2% | . | . | -24 | -18% | -2% | . | . | .
CSCC[C@H](NC(=O)Nc1ccc(S(N)(=O)=O)cc1)C(=O)O | -6% | -0.3 | -5% | 0 | 11% | -2% | -10 | -3 | -22%
C=CCN(CC=C)CCOc1cc(C)ccc1[N+](=O)[O-] | 2% | 2.8 | -12% | -11 | ? | 10% | ? | -3 | -3%
CCOCCCNC(=O)C(NC(=O)CNC(=O)c1ccccc1)c1ccc(OC)cc1 (centres undefined) | 1% | -0.2 | 5% | -2 | 1% | 1% | -5 | -2 | 2%
O=c1c(C(c2ccccc2)c2c(O)nc3n(c2=O)CCCS3)c(O)nc2n1CCCS2 | -19% | -1.1 | -25% | 1 | 8% | -4% | -12 | -7 | ?
C/C(=N\NC(=O)COc1ccc(C(C)(C)C)cc1)c1cc2ccccc2o1 | -7% | -2.9 | 0% | 6 | -23% | 23% | -16 | 27 | -3%
COCCCN(CCCN)Cc1ccco1 | 7% | -2.4 | 9% | 1 | 0% | -2% | 7 | -1 | -9%
Cc1ccc(S(=O)(=O)/N=C(\c2ccc(Cl)cc2)N2CCOCC2)cc1 | -8% | 0.3 | -6% | -4 | -32% | -3% | 5 | -3 | -1%
Cc1cc(O)ccc1N/C=C/c1onc(C)c1[N+](=O)[O-] | ? | -0.8 | -17% | 2 | 5% | 17% | -16 | 0 | 0%
CC(C)c1ccc(NC(=O)[C@H](NC(=O)[C@@H]2Cc3ccccc3CN2)c2ccccc2)cc1 | ? | -4.8 | -3% | -19 | ? | 3% | -98* | 1 | -6%
COc1ccc(C2CC=C(C(C)=O)CN2S(=O)(=O)c2ccc(Cl)cc2)cc1 (centres undefined) | 1%&5% | -0.5&-0.9 | -19%&-12% | 3&-3 | 9%&-7% | 2%&2% | -9&-19 | 0&-3 | -2%&-12%
COc1cc(NC(=O)N2CCN(c3cc(-c4noc(C)n4)ccc3C)CC2)cc(OC)c1OC | 2% | . | . | 5 | 2% | 0% | . | . | .

Later entries.
Compound | HEK293 tox | IL2 activator | WRN inhibitor | D3 ag | GLP1R inv ag | GLP-1R agonist | D3 antag | PI5P4K alpha inh | PLK1 PBD block
Cc1ccc(S(=O)(=O)Cn2nnnc2C(C(C)C)N2CCC(C(N)=O)CC2)cc1 (centres undefined) | 23% | -1.0 | -1% | -25 | -5% | 0% | -12 | 0 | -17%
Cc1ccc(NC(=O)CCNC(=O)c2ccccc2Cl)cc1S(=O)(=O)N1CCCCCC1 | -4% | 0.8 | 3% | -3 | ? | 3% | -12 | -4 | -12%
CC1Cc2ccccc2N1C(=O)COC(=O)c1c2c(nc3ccccc13)CCCCC2 (centres undefined) | ? | -3.5 | -10% | 2 | ? | -2% | 59 | 21 | 1%
CCOC(=O)c1cc(-c2cccs2)nc2onc(C)c12 | -5% | 1.7 | 3% | 1 | 2% | -4% | 0 | 4 | 1%
COc1ccc(CNC(=O)C[C@H]2C(=O)N(C3CCCCC3)C[C@@H]2Cc2ccccc2)cc1 | 3% | -3.3 | 0% | 20 | -2% | -6% | 8 | -4 | ?
CC(C)(CC(=O)O)CC(=O)N1CCCN(c2nccc(C(F)(F)F)n2)CC1 | 1% | -3.5 | 3% | 0 | 18% | 3% | -11 | 2 | 1%
Cc1ccc(NC2c3ncccc3C(=O)N2Cc2ccco2)c(C)c1 (centres undefined) | 3% | 1.1 | -11% | -6 | 15% | -5% | -14 | -19 | -9%
COc1ccc(-n2c(=O)c3ccc(C(=O)NCc4ccc(C)cc4)cc3n(CC(=O)Nc3ccc(F)cc3)c2=O)cc1 | -4% | . | . | 5 | 0% | -5% | . | . | .
O=C(CC1CCCC1)Nc1ccc2c(c1)CCC2 | 7% | -2.8 | -2% | 1 | ? | 19% | 1 | -5 | -7%
COc1cccc(NC(=O)Nc2cccs2)c1 | -8% | -0.3 | -17% | 3 | -18% | -14% | 2 | -28 | -17%
CC(C)CCNC(=O)[C@@H](Cc1ccccc1)NC(=O)CC[C@H]1O[C@@H](n2ccc(=O)[nH]c2=O)[C@H](O)[C@@H]1O | 4% | 4.3 | 1% | -5 | 14% | 0% | -11 | 0 | -13%
CC(NC(=O)C(=S)N1CCN(C)CC1)c1ccccc1 (centres undefined) | 9% | -0.4 | 2%[57.1 µM] | 6 | 11% | -4% | 0 | -3 | -6%
COC(=O)c1ccc(N=Nc2c(C)[nH]n(-c3ccccc3)c2=O)cc1 | -5% | -0.6 | 1% | -5 | 7% | -3% | ? | 5 | -12%
OC(c1ccccc1)(c1ccccc1)C1CCN(C(=S)NCCc2ccccc2)CC1 | -2%[7.66 µM] | -1.1 | -9% | -8 | ? | 28% | -7 | 1 | -3%
O=C(Nc1cccc(S(=O)(=O)NC2=NCCCCC2)c1)c1ccc(Cl)cc1 | -9% | -3.5 | -8% | 1 | -11% | -2% | 19 | -1 | 2%
COc1cccc(NC(=O)c2ccc(N3C(=O)C4CCC(C)CC4C3=O)cc2)c1 (centres undefined) | -1% | -6.8 | -31% | -8 | -27% | 0% | -11 | 6 | -13%
Cc1n[nH]c(C)c1S(=O)(=O)N1CCCC(C(=O)N2CCN(c3ccc(Cl)cc3)CC2)C1 (centres undefined) | -11% | -1.6 | -5% | 2 | -51% | -1% | 350 | 2 | -2%
Cc1ccc(S(=O)(=O)N2CCN(C(=O)CN3C(=O)c4ccc([N+](=O)[O-])cc4C3=O)CC2)cc1C | -14% | 3.8 | 4% | -2 | 15% | -4% | -9 | -6 | -12%
CCN(CC)S(=O)(=O)c1ccc(N2CCCC2)c(NC(=O)C2=COCCO2)c1 | -6% | -3.0 | 1% | -2 | -12% | 7% | 2 | 2 | -1%
CCc1noc(C)c1C(=O)OCC(=O)NCCc1ccc(OC)cc1 | 3% | -0.4 | -9% | 5 | 0% | 1% | -12 | -7 | -1%

Part of the list above, as labelled records.
> COc1ccc2cc(C3CC=C(CO)CN3S(=O)(=O)c3ccccc3[N+](=O)[O-])n(C(=O)OC(C)(C)C)c2c1 (centres undefined)
  HEK293 tox: -1%
  IL2 activator: -0.8
  WRN inhibitor: -6%
  D3 ag: 8
  GLP1R inv ag: -17%
  GLP-1R agonist: .
  D3 antag: 9
  PI5P4K alpha inh: 11
  PLK1 PBD block: 0%

> CC(Sc1nc(=O)cc(N)n1CCc1ccccc1)C(=O)NCc1ccccc1 (centres undefined)
  HEK293 tox: 8%
  IL2 activator: -1.3
  WRN inhibitor: 1%
  D3 ag: 1
  GLP1R inv ag: 19%
  GLP-1R agonist: 5%
  D3 antag: -9
  PI5P4K alpha inh: -7
  PLK1 PBD block: -12%

> COc1ccc(-c2cn3ccccc3n2)cc1
  HEK293 tox: 1%
  IL2 activator: 2.1
  WRN inhibitor: -7%
  D3 ag: 6
  GLP1R inv ag: ?
  GLP-1R agonist: -6%
  D3 antag: 3
  PI5P4K alpha inh: -16
  PLK1 PBD block: -7%

> CCn1c(SCC(=O)NCCc2ccccc2)nnc1-c1ccco1
  HEK293 tox: -9%
  IL2 activator: 0.0
  WRN inhibitor: 3%
  D3 ag: -15
  GLP1R inv ag: 0%
  GLP-1R agonist: -15%
  D3 antag: -7
  PI5P4K alpha inh: -9
  PLK1 PBD block: -1%

The list goes on:
The line under a structure holds: HEK293 tox	IL2 activator	WRN inhibitor	D3 ag	GLP1R inv ag	GLP-1R agonist	D3 antag	PI5P4K alpha inh	PLK1 PBD block
COc1ccc(C(=O)N2CCCCC2)cc1S(=O)(=O)Nc1cccc(C(=O)O)c1
→ 34%[activator]	-0.7	-6%	-3	6%	-1%	-26	.	-8%
CCn1c(=O)c2c3c(sc2n2c(SCc4ccc(F)cc4)nnc12)CCCC3
→ -9%	-1.4	-6%	1	15%	9%	-4	9	-10%
COc1ccccc1CNC(=O)C1(c2ccc(Cl)cc2)CC1
→ ?	-0.6	2%	-5	0%	6%	-6	-8	-4%
CCN(CC)CCN=C1CCCc2ccccc2N1
→ -19%	0.8	-3%	-21	-24%	13%	27	6	-4%
